Source: PubChem BioAssay (The Scripps Research Institute Molecular Screening Center)
GPR151 ag – activators of human GPR151; activation, % at 11.2 µM; Q8TDV0; PathHunter beta-arrestin GPR151 cells, luminescence; actives 1% (n = 650,000); in the data active = activation above about 4.9%;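 note: 0% = median of compound wells and 100% = cells with positive control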
FBW7 activator – human FBW7 E3 ligase activation, primary screen; AlphaScreen FBW7–phospho-cyclin E peptide binding, activator screen; normalized activity (activation), % at 26.1 µM; actives 0.13% (n = 650,000); AID 1259310; in the data active = normalized activity above about 1.9%;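 note: purified mutant Fbw7 with reduced substrate affinity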
Target sequence (Q969H0 whole entry, looked up): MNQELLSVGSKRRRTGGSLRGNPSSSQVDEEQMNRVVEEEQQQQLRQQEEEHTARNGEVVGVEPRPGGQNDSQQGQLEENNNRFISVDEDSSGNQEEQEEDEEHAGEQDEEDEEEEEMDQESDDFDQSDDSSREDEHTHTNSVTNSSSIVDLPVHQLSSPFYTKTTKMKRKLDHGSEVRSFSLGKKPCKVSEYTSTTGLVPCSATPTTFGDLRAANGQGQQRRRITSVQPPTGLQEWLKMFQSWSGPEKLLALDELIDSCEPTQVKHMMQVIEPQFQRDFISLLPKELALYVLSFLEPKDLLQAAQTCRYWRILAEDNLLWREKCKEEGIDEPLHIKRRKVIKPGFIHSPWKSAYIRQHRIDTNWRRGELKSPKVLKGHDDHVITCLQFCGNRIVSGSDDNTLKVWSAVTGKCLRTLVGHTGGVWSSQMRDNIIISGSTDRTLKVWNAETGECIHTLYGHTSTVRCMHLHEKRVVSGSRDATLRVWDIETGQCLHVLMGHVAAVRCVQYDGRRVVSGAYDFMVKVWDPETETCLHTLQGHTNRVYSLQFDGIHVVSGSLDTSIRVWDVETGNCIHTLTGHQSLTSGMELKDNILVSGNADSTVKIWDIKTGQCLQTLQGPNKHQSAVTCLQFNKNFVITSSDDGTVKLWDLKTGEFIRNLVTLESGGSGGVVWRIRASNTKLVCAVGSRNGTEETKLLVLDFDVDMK
MITF primary – human MITF inhibition, primary screen; O75030; AlphaScreen MITF homodimerization, bead proximity signal; inhibition, % at 2.6 µM; actives 0.91% (n = 650,000); in the data active = inhibition above about 50%;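 note: 0% = vehicle wells with protein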
TEAD-YAP inh – TEAD-YAP interaction inhibition. HEK-TIYL cells, TEAD-Gal4/YAP UAS-luciferase luminescence. inhibition, % at 9.12 µM. actives 1.4% (n = 640,000); in the data active = inhibition above about 32%;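 note: 0% = median of test compound wells and 100% = reference inhibitor wells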
* marks the source's active call; other numbers are inactive results; / = not tested or not shown. Compounds were not picked by outcome; about 3.4% have a hit in one of these screens.

Molecule	GPR151 ag	FBW7 activator	MITF primary	TEAD-YAP inh
Cc1cccc(-c2noc(CN(C(C)C)S(=O)(=O)c3ccc(F)cc3)n2)c1	-0.9	0.1	-7	-2
CN(Cc1ccccc1)C(=O)CSc1nc2cc(C(=O)NCC3CCCO3)ccc2c(=O)n1Cc1ccco1 (stereo not given)	1.1	0.0	-5	38*
CCNc1nc(NCC)n2c(SCc3nc4ccccc4c(=O)[nH]3)nnc2n1	0.5	0.1	8	-5
CN1C2=NC(=O)/C(=C\c3ccc([N+](=O)[O-])cc3)N2c2ccccc21	0.0	0.3	-2	6
CCOc1cc(C2CC(=O)Nc3c2ccc2ccccc32)cc(Br)c1OC (stereo not given)	1.7	0.3	12	9
O=C(Oc1ccccc1[N+](=O)[O-])c1cccnc1	-1.0	0.1	-15	-5
CC1CCN(C(c2ccc(F)cc2)c2nnnn2C2CCCC2)CC1 (stereo not given)	-0.4	-0.1	-2	-4
Cc1ccc2c(NC(=O)c3ccc(Cn4ccnc4)cc3)cccc2n1	-0.6	-1.3	-2	-3
O=C(Oc1ccc(Cl)cc1)c1cc2cc(Br)cc(Br)c2oc1=O	0.0	0.0	8	-2
CCNC(=S)N1CCN(S(=O)(=O)/C=C/c2ccccc2)CC1	1.3	-0.1	-7	5
O=C1CCC(C(=O)OCC(=O)Nc2ccc(Cl)cc2F)=NN1	-1.0	0.0	3	-6
CCOC(=O)CN1CCOCCN(CC(=O)OCC)CCOCC1	-1.1	0.1	-1	1
O=C1C(=O)c2ccccc2/C1=C\c1ccccc1OCCO	-0.1	0.0	16	5
CC1(C)Cc2c(c(-c3ccccc3)nc3oc4c(-c5ccc(Br)cc5)ncnc4c23)CO1	2.4	-0.1	17	8
O=C(O)c1c(CNCc2cccs2)c2ccccc2n1Cc1ccc(F)cc1Cl	-0.8	0.1	-2	-3
COc1ccc(CCn2c(C)cc(C(=O)CN3CCOCC3)c2C)cc1	1.9	0.0	8	-2

Two records picked at random from the list so far:
Molecule	GPR151 ag	FBW7 activator	MITF primary	TEAD-YAP inh
COc1ccc(CCn2c(C)cc(C(=O)CN3CCOCC3)c2C)cc1	1.9	0.0	8	-2
O=C1CCC(C(=O)OCC(=O)Nc2ccc(Cl)cc2F)=NN1	-1.0	0.0	3	-6

More records:
Molecule	GPR151 ag	FBW7 activator	MITF primary	TEAD-YAP inh
CN1C(N)=NC(=O)/C1=C\c1ccc2c(c1)OCO2	-3.5	0.1	27	-15
CCN(C(=O)Cn1cc(C=O)c2ccccc21)c1ccccc1	1.0	0.1	-3	-2
CCc1nc2sc3c(c2c2nnc(SCC(=O)Nc4nccs4)n12)CCCC3	0.0	-0.1	5	-8
O=C(CNc1ccc2ccccc2c1)N/N=C/c1cccnc1	0.4	0.1	-7	-5
CCC1CCCCN1C(=O)CC1(CC(=O)O)CCCC1 (stereo not given)	-0.4	0.2	9	-5
COc1ccc(-c2nc3ncnc(Nc4ccc(NC(C)=O)cc4)c3[nH]2)cc1	-0.8	0.2	20	-3
COc1ccc(CN2C[C@@H]3C[C@@H](c4ccc(OC)cc4F)N4CCC[C@@]34C2=O)cc1	-0.1	0.4	19	0
Cc1c(Cl)cccc1NC(=O)CCC(=O)Nc1cccc(Cl)c1C	-0.9	0.1	-6	-2

One compound at a time, as listed above. Order of screens: GPR151 ag | FBW7 activator | MITF primary | TEAD-YAP inh
Profile of COc1ccc(CN2C[C@@H]3C[C@@H](c4ccc(OC)cc4F)N4CCC[C@@]34C2=O)cc1 → -0.1 | 0.4 | 19 | 0
Profile of CCc1nc2sc3c(c2c2nnc(SCC(=O)Nc4nccs4)n12)CCCC3 → 0.0 | -0.1 | 5 | -8
Profile of O=C(CNc1ccc2ccccc2c1)N/N=C/c1cccnc1 → 0.4 | 0.1 | -7 | -5
Profile of CCN(C(=O)Cn1cc(C=O)c2ccccc21)c1ccccc1 → 1.0 | 0.1 | -3 | -2
Profile of Cc1c(Cl)cccc1NC(=O)CCC(=O)Nc1cccc(Cl)c1C → -0.9 | 0.1 | -6 | -2

More entries:
Molecule	GPR151 ag	FBW7 activator	MITF primary	TEAD-YAP inh
CNC(=S)Nc1cccc(Cn2cc(Cl)cn2)c1	-0.9	-0.3	0	-2
COc1ccc(CN2CCN(C3CCCC3)C(CCO)C2)c2ccccc12 (stereo not given)	-1.7	-0.1	14	15
CC(=O)OC[C@H]1O[C@@H](O/N=C2\C[C@@H](O)[C@@H](O)[C@@H]3[C@@H]4C(=O)N(Cc5ccccc5)C(=O)[C@@H]4CC[C@H]23)C(OC(C)=O)[C@@H](OC(C)=O)C1OC(C)=O (stereo not given in full)	-2.6	0.1	-8	/
FC(F)(F)c1cccc(Nc2nc3nonc3nc2Nc2ccc(Cl)cc2)c1	2.0	-0.1	0	82*
Nc1cc(N)cc(-c2nc3ccccc3o2)c1	0.3	-0.1	1	4
O=C(CCS(=O)(=O)c1ccc(Cl)cc1)NCc1ccc(F)cc1	0.3	0.0	14	-4
O=[N+]([O-])c1ccc(Nc2nc(N/N=C\c3cccnc3)nc(N3CCCCCC3)n2)cc1	-0.5	0.7	-9	3
CNC(=S)N(CCN(C)C)Cc1cc2cc3c(cc2[nH]c1=O)OCO3	-0.9	0.2	8	7
CCOC(=O)c1ccccc1Nc1nc(C)nc2sc(C)cc12	1.1	0.3	9	14
COC(=O)C(NC(=O)CC(C)C)(Nc1ccc(Cl)cn1)C(F)(F)F (stereo not given)	0.0	-0.1	-11	0
O=C(COC(=O)c1cccnc1)Nc1cc(C(F)(F)F)ccc1Cl	-0.6	0.4	8	-6
COC(=O)c1nc2n(n1)C(c1ccccc1F)C(C(=O)Nc1ccc(Cl)cc1)=C(C)N2 (stereo not given)	0.0	0.0	9	-2
O=C1CS(=O)(=O)N(Cc2ccc(F)c(F)c2)c2ccccc21	0.1	0.0	3	4
Cc1cccc(NC(=O)Cn2cnc3c(cnn3C)c2=O)c1	-0.3	0.1	2	7
COc1ccccc1N1C(=O)NC(=O)/C(=C/c2cc(Br)c(O)c(OC)c2)C1=O	0.0	-0.3	-4	4
COc1ccc(-c2cc(Nc3ccc(N4CCOCC4)cc3)ncn2)cc1	0.9	-0.1	9	-16
Cn1c(Cn2cnc([N+](=O)[O-])n2)nnc1SCC(=O)Nc1ccccc1	1.2	0.1	0	12
CCOc1ccc2[nH]cc(S(=O)(=O)c3ccc(F)cc3)c(=O)c2c1	-0.5	0.1	2	19
C=CCN1CCN(C(CC)c2nnnn2C2CCCCC2)CC1 (stereo not given)	1.2	1.1	1	-3
O=Cc1ccc(OCC(=O)O)c(Cl)c1	0.7	0.0	-8	4
Cc1ccc(NC(=O)C(c2ccccc2)N2CCC(Cc3ccccc3)CC2)cc1 (stereo not given)	0.6	0.0	-6	-6
COc1ccccc1-n1c(SCC(=O)NCc2ccco2)nnc1-c1ccccn1	0.4	0.0	7	3
Cc1cc(C)c(OCCCN2CCCC2)c(C)c1	1.4	-0.1	-16	9
COC(=O)c1ccc2c(c1)N(C)C(=O)CS2=O (stereo not given)	0.0	0.6	1	-3
Cc1nc(CNc2nncc(-c3ccc4ccccc4c3)n2)cs1	0.0	-0.1	10	-9
Cc1ccc(Nc2nc(C(=O)N3CCC(C(=O)NC4CCCC4)CC3)cs2)cc1	0.5	0.1	8	5
CCOC(=O)c1sc(NC(=O)c2ccc3c(c2)OCCO3)c(C(=O)OC)c1C	0.5	-0.6	1	1
CC1=NN(C(C#N)c2cccc([N+](=O)[O-])c2)C(C)(C)C1 (stereo not given)	-2.3	0.4	0	3
N#CC(C#N)=NNc1ccccc1C(N)=O	-0.2	-0.2	-4	5
CCOC(=O)c1sc2nc(CC(=O)OC)nc(Nc3cccc([N+](=O)[O-])c3)c2c1C	-1.0	0.5	10	-2
OC1CCN(Cc2ccc3c(c2)CN(Cc2ccccc2C(F)(F)F)CCO3)CC1	-1.0	0.1	0	6
Cc1ccc(NC(=O)CN2C(=O)C3C4C=CC(C4)C3C2=O)cc1F (stereo not given)	-0.5	-0.1	10	-1
Clc1ccc(-n2cc(-c3ccccc3)c3c(NCc4ccccn4)ncnc32)cc1	-1.0	0.1	2	9
Cc1cc(C)cc(N(C(C)C(=O)Nc2cccc(C(F)(F)F)c2)S(C)(=O)=O)c1 (stereo not given)	0.8	-0.1	-3	12
OC(COc1ccc(F)cc1)Cn1cnc2ccccc21 (stereo not given)	-0.7	-0.1	-10	-20
Cc1ccccc1NC(=O)CCC(=O)N/N=C/c1ccccc1Cl	2.1	0.3	11	1
Cc1nc2ccccc2nc1SCc1nc2sccn2c1Cl	0.3	0.0	-10	-17
CC(=O)c1cc(-c2ccccc2)n(CC(=O)N2CCC(C)CC2)c1C	0.0	0.1	5	1
O=C(CSc1nnc2ccc(-c3cccnc3)nn12)N1CCc2ccccc21	5.4*	1.0	9	-5
CCOC(=O)c1c(NC(=O)CC(C)C)sc(C(N)=O)c1C	0.1	0.1	0	9
CC(C)N1CCc2c(sc(NC(=O)c3ccc(S(=O)(=O)N4CCCCCC4)cc3)c2-c2nc3ccccc3s2)C1	-0.7	0.1	6	7
COCCCNC(=O)Cn1ncc2c3ccccc3n(Cc3ccccc3)c2c1=O	-0.7	-0.1	-2	-2
O=C(NCCc1cnccn1)c1ccc(OC2CCN(Cc3ccccn3)CC2)cc1	-0.7	-0.1	4	0
COc1cc(C2=N/C(=C/c3c(OC)ccc4ccccc34)C(=O)O2)cc(OC)c1OC	1.0	-0.1	-4	-2
COc1ccc(NC(=O)C2=NN(C3CCS(=O)(=O)C3)C(=O)CC2)cc1S(N)(=O)=O (stereo not given)	1.7	0.9	18	-5
COc1ccccc1-n1c(=S)sc2c(=O)n(Cc3ccccc3)c(SCc3ccncc3)nc21	1.4	-0.2	-1	-4
O=[N+]([O-])c1cccc(S(=O)(=O)Nc2ccc(S(=O)(=O)N3CCOCC3)cc2)c1	-1.3	0.5	12	2
CC(C)Cn1c(=S)[nH]c2cc(C(=O)O)ccc2c1=O	-3.0	0.0	-12	1
O=C(NCc1ccccn1)C(=O)NCC1OCCCN1S(=O)(=O)c1ccc(F)cc1 (stereo not given)	0.6	-0.5	-2	9
CCCNc1nc(N2CCCC(C(=O)N(CC)CC)C2)nc2c1ncn2C(C)C (stereo not given)	-0.4	0.1	12	5
CSc1ccc(C=C2C(=O)OC(C)(C(C)(C)C)OC2=O)cc1 (stereo not given)	0.9	-0.1	7	6
O=C(Nc1ccccc1F)c1cc(F)ccc1[N+](=O)[O-]	0.4	0.2	10	56*
Brc1ccc(-n2cc(-c3ccccc3)c3c(N4CCCCCC4)ncnc32)cc1	-0.8	0.6	3	-1
Cc1cc(C)cc(OCCNC(=O)c2ccccc2C)c1	-0.6	-0.2	4	-11
O=S(=O)(c1ccc(F)c(F)c1)N1CCCc2ccccc21	0.8	0.6	18	10
COc1cccc(/C=C2/Sc3ccc(C(=O)NC(C)(C)C)cc3NC2=O)c1	0.5	-0.1	7	-2

The list continues.
Molecule	GPR151 ag	FBW7 activator	MITF primary	TEAD-YAP inh
CC(C)(C)NS(=O)(=O)c1ccc(NS(C)(=O)=O)cc1	1.8	0.1	-7	-2
COc1cc2nc(-c3cccc(C)c3)nc(NCCCN3CCOCC3)c2cc1OC	-0.3	-0.1	2	-1
CCCCNC(=O)c1cc(-c2ccc(F)cc2)[nH]c1C	0.4	0.2	16	-5
O=C(CN(C(=O)CCC(=O)Nc1nccs1)C1CCCC1)NCc1ccccc1	1.1	-0.1	-14	6
O=C(NCCc1ccc(O)cc1)c1ccc2nc(Nc3ccc(C(F)(F)F)cc3)sc2c1	-0.7	0.0	14	-26
CC(=O)c1c(C)oc2ccc(NS(=O)(=O)c3cc(C)c(C)cc3C)cc12	-1.0	0.1	5	3
Cc1c(C(=O)Oc2ccc(Br)cc2)sc2ncn(Cc3ccccc3Cl)c(=O)c12	2.9	-0.1	3	7
COc1cc(C(=O)NCCCS(=O)(=O)N2CCc3ccccc3C2)cc(OC)c1OC	-1.8	0.0	-11	9
CN(C)c1ccc(NC(=O)CCC(=O)O)cc1	0.3	-0.1	0	-12
Cc1cc(C)n(/N=C\c2cc3ccccc3[nH]2)c(=O)c1C(N)=O	0.4	0.0	1	4
O=C(NCCC1CCCCN1S(=O)(=O)c1cccs1)C(=O)Nc1ccccc1 (stereo not given)	2.1	-0.1	12	-8
COc1ccc(NC(=O)C(C)N2C(=O)c3ccccc3C2=O)c(OC)c1 (stereo not given)	-0.7	0.0	-14	-2
CC(=O)c1ccc(S(=O)(=O)N2CCN(c3nc4ccc(C)cc4[nH]3)CC2)cc1	-0.7	0.0	3	10
CCOc1ccccc1NC(=O)C1=C(C)NC(=S)NC1c1ccccc1Br (stereo not given)	0.1	-0.3	8	-2
CCOC(=O)C1CCN(C(=O)CNC(=O)Cn2cnc3sc(C)c(C)c3c2=O)CC1	-1.3	0.2	7	8
O=C(c1nn2c(C(F)(F)F)cc(-c3ccco3)nc2c1Cl)N1CCOCC1	1.6	-0.1	-7	0
CC(C)Oc1cccc(C(=O)Nc2ccc(N3CCN(C(=O)c4ccco4)CC3)cc2)c1	2.0	0.2	4	4
CCOC(=O)c1ccc(NC(=O)CCN2C(=O)c3ccc([N+](=O)[O-])cc3C2=O)cc1	0.0	0.0	0	2
CC(=O)Nc1ccc(NC(=O)CSc2ccc(-c3ccc4c(c3)OCO4)nn2)cc1	-0.6	0.2	6	6
CC1CC(C)(C)N(C(=O)CCl)c2ccccc21 (stereo not given)	0.4	-0.5	-12	6
